V1R ag counter: V1a receptor agonism, counter-screen for OXTR agonists; P37288; AID 2797; activation, % at 3 µM; 320,000 compounds, 0.25% hits; CHO-V1R cells, Fluo-8 calcium fluorescence, agonist mode; 0% DMSO, 100% 3 nM vasopressin;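 active = activation above the mean activation of all tested compounds plus 3 SD, per screening run, cut at about 20% in these data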;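 note: signal is peak over basal fluorescence ratio across a 100 second FLIPR read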
Target sequence (P37288 whole entry, looked up): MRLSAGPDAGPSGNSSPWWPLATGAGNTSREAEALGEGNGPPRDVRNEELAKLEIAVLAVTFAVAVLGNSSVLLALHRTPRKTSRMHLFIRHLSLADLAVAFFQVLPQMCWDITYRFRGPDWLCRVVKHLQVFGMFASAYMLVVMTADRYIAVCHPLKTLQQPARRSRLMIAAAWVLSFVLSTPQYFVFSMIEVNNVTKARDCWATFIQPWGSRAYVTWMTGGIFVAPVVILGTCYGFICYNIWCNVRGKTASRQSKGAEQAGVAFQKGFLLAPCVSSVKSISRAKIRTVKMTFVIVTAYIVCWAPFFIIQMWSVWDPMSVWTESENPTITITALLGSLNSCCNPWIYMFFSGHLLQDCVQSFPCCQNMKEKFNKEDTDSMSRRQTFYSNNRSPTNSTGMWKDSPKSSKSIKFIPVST
GalR3 antag: blocks the human galanin receptor 3. O60755. HEK293 GalR3-CNG cAMP membrane potential fluorescence; galR3 body fused to GalR1 C-terminus. inhibition, % at 3 µM. 360,000 compounds, 0.44% hits;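 active = inhibition above the screen-wide average plus 3 SD, cut at about 13% in these data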;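 note: forskolin and galanin both at EC90 stimulate the cells; cAMP rise reported by CNG channel membrane potential dye signal; 0% = forskolin plus galanin with DMSO and 100% = forskolin alone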
Target sequence (O60755 1-299 limits assumed): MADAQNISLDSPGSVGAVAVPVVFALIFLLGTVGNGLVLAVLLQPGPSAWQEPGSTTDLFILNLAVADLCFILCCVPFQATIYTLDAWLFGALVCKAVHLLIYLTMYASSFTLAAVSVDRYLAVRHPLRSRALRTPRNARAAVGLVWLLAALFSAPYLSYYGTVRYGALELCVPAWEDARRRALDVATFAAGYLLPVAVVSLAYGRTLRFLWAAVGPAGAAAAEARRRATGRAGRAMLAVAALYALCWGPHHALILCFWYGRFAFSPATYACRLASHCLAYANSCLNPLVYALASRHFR
OXTR ag: agonists of human oxytocin receptor; CHO-OTR cells, Fluo-8 calcium fluorescence; normalized: DMSO 0%, oxytocin 100%; AID 2435; P30559; activation, % at 3 µM; 320,000 compounds, 0.32% hits;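 active = activation above the mean of all tested compounds plus 3 SD, cutoff set per screening run, cut at about 20% in these data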;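 note: peak over basal fluorescence ratio from a 100 s FLIPR kinetic read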
* marks the source's active call; other numbers are inactive results. Some of the compounds tested. The share of hits here may be higher or lower than overall.

SMILES	V1R ag counter	GalR3 antag	OXTR ag
CCOc1ccc(S(=O)(=O)N2CCOCC2)cc1NC(=O)CSCc1c(C)noc1C	-0.4	0.7	-1.8
COc1ccc(C(=O)CN2CCN(CCN3C(=O)c4cccc5cccc(c45)C3=O)CC2)cc1	-1.0	1.3	-0.3
O=C(O)CCc1ccc(S(=O)(=O)Nc2ccccc2N2CCCCC2)cc1	0.3	-6.3	0.4
CN(C)CCOC(=O)COc1ccc(Cl)cc1	-0.1	-2.7	-0.4
COC(=O)c1ccc(C)c(NC(=O)CSc2nc3[nH]c(=O)cc(O)c3s2)c1	1.0	-5.3	1.3
CC1CC(C)CN(C(=O)COC(=O)c2ccc3c(c2)C(=O)N(Cc2ccco2)C3=O)C1 (stereo not drawn)	2.0	-3.5	0.0
CC(C)Cn1c(CCC(N)=O)nnc1SC(C)C(=O)Nc1ccc2c(c1)OCO2 (stereo not drawn)	0.6	-1.2	0.1
Cc1ccccc1OCCC(=O)NNC(=O)COc1cccc(F)c1	0.0	-4.3	0.5
CCOC(=O)C1CCN(C(=O)C(C)Oc2ccc(C(=O)c3ccccc3)cc2)CC1 (stereo not drawn)	1.1	-1.0	1.2
O=C1CN(C(=O)COC(=O)[C@@H]2CCCN2S(=O)(=O)c2ccc(Cl)cc2)c2ccccc2N1	0.4	-8.3	0.4
COc1ccc(C(=O)NC2CCN(Cc3ccccc3)C2)cc1S(=O)(=O)N1CCOCC1 (stereo not drawn)	0.2	-3.5	0.3
CCc1ccc(C(=O)NNC(=O)C2CSC3(C)CCC(=O)N23)cc1 (stereo not drawn)	-0.2	-2.7	-2.1
COc1ccc(N2CCN(C(=O)COC(=O)/C=C/c3ccc(C(F)(F)F)cc3)CC2)cc1	0.8	-4.0	0.9
O=c1cc(NCc2ccccc2)[nH]c(=O)[nH]1	0.4	-6.0	0.0
O=C(CCNC(=O)c1ccc(Br)cc1)NCC(c1ccco1)N1CCCCC1 (stereo not drawn)	-0.1	-5.8	-0.1
COc1ccc(NS(=O)(=O)c2cccc(C(=O)OCC(=O)N3CCN(c4ccc(OC)cc4)CC3)c2)cc1	6.7	0.9	5.0
CN(C(=O)COC(=O)c1ccc(S(=O)(=O)N2CCOCC2)cc1)c1ccccc1	2.4	-6.9	2.3
C[C@H](CO)N1C[C@H](C)[C@@H](CN(C)C(=O)NC2CCCCC2)Oc2ccc(NS(C)(=O)=O)cc2C1=O	0.2	0.0	-0.4
CC(Sc1nc2ncc(Cl)cc2[nH]1)C(=O)c1c(N)n(C)c(=O)n(C)c1=O (stereo not drawn)	0.0	-3.6	-1.6
COc1ccc(OCCOc2ccc(/C=C3\C(=N)N4N=C(C)SC4=NC3=O)cc2)cc1	0.7	-4.4	0.5
OCC[C@H]1C[C@H](O)[C@@H](O)[C@@]2(Cc3ccccc3O2)O1	0.9	-3.3	1.7
COc1ccc([C@@H]2CC=C(C(=O)O)[C@H](c3ccccc3F)N2S(=O)(=O)c2ccc(C)cc2)cc1OC	-0.5	-3.6	0.4
CC1CCCC(NC(=O)Cn2c(Cl)nc3c2c(=O)n(C)c(=O)n3C)C1C (stereo not drawn)	1.3	-6.2	0.9
C=CCSc1nnc(NC(=O)c2c(CC)noc2C)s1	-0.1	-0.3	-0.1
Cc1nn(CC(=O)NCCC2=CCCCC2)c(C)c1S(=O)(=O)N(C)C	1.6	-5.2	1.4
Cc1ccc(S(=O)(=O)N2CCOC23CCN(C(=O)C(=O)NCc2ccccc2)CC3)cc1	0.9	-1.8	-0.2
CC(C)(C)c1ccc(OCC(=O)Nc2cccc(S(=O)(=O)NC3=NCCCCC3)c2)cc1	1.8	-6.1	-0.7
CCCCn1c(N)c(N(CC)C(=O)c2cc3c(s2)CCCCC3)c(=O)[nH]c1=O	1.0	1.6	0.4
CN(CC(=O)Nc1cccc(F)c1)C(=O)c1ccc(OCc2cn3ccccc3n2)cc1	1.0	-6.1	1.7
COC(=O)N1CCc2c(sc(NC(=O)C3COc4ccccc4O3)c2C(N)=O)C1 (stereo not drawn)	2.5	-7.7	1.0

Arranged by the number under GalR3 antag (falling): some entries from above
mol | GalR3 antag
COc1ccc(NS(=O)(=O)c2cccc(C(=O)OCC(=O)N3CCN(c4ccc(OC)cc4)CC3)c2)cc1 | 0.9
Cc1nn(CC(=O)NCCC2=CCCCC2)c(C)c1S(=O)(=O)N(C)C | -5.2
O=C(CCNC(=O)c1ccc(Br)cc1)NCC(c1ccco1)N1CCCCC1 (stereo not drawn) | -5.8

Additional results follow.
SMILES	V1R ag counter	GalR3 antag	OXTR ag
CCc1noc(C)c1C(=O)NNC(=O)c1cc(OC)c(OC)c(OC)c1	-0.2	-3.5	-0.3
O=C(c1cccc(S(=O)(=O)N2CCc3ccccc32)c1)N1CCOCC1	2.3	-3.7	1.2
COc1ccc(C(=O)c2c3ccc(C(F)(F)F)cc3[n+]([O-])n2CCCC(N)=O)cc1	2.0	0.2	7.1
COc1cc(C(=O)NCCc2ccc(S(N)(=O)=O)cc2)ccc1OCc1c(C)noc1C	-0.4	-4.5	1.2
Cc1cc(C)c(NC(=O)CNC(=O)CNC(=O)C2CCCCC2)c(C)c1	0.2	-6.3	1.4
COc1ccc(S(=O)(=O)N2CCOCC2)cc1NC(=O)COc1ccc2c(C)cc(=O)oc2c1	-0.3	-1.8	-1.3
COc1ccc(OC)c(S(=O)(=O)Nc2cccc3c(O)cccc23)c1	5.1	-0.7	6.9
CCN1CCCC1CNC(=O)c1cc(N)ccc1OC (stereo not drawn)	-0.4	-2.0	0.1
Cc1ccc(S(=O)(=O)N2CCCCC2CCNC(=O)C(=O)NCCc2ccco2)cc1 (stereo not drawn)	-0.4	1.7	-1.6
Cc1ccc(CNC(=O)C(=O)NCC2CCCN2S(=O)(=O)c2cc(C)ccc2C)cc1 (stereo not drawn)	-0.6	-6.0	-2.0
O=C(COc1ccccc1)OCc1cc(-c2ccco2)on1	0.5	-1.0	0.3
Cc1ccc(C2OC(=O)C=C2c2ccccc2)cc1 (stereo not drawn)	-0.7	-5.1	-2.4
Cc1ccc(NC(=O)CCN2C(=O)c3ccccc3S2(=O)=O)cc1C	0.2	-6.7	-1.9
Cn1c(N)c(C(=O)COC(=O)Cc2ccccc2F)c(=O)n(C)c1=O	5.4	1.4	2.3
CC(=O)N1CC(C(=O)Nc2ccc3c(c2)OCO3)Oc2ccccc21 (stereo not drawn)	1.1	-4.3	1.7
COc1ccc(C2CC(c3ccccc3)=NN2C(=O)COC(=O)c2cccc(O)c2)cc1 (stereo not drawn)	2.5	-5.5	5.7
O=S(=O)(NCCC1=CCCCC1)c1ccc(OC(F)(F)F)cc1	-1.0	-1.2	-1.7
COc1ccc(-c2nnc(C(C)Nc3cccc(C(=O)NC4CC4)c3)o2)cc1 (stereo not drawn)	0.7	-6.8	0.7
Cc1cc(C)c(NC(=O)CN(C)C(=O)CCC(=O)c2ccc(C)s2)c(C)c1	0.3	-0.5	-0.7
CS(=O)(=O)N(CC(=O)N1CCc2ccccc2C1)c1cccc(Br)c1	-0.2	-4.6	1.1
CCOc1ccc(N2C(=O)CC(Sc3nc(O)c(CC)c(=O)[nH]3)C2=O)cc1 (stereo not drawn)	0.5	-3.1	0.7
CC(=O)Nc1nc2cc([N+](=O)[O-])ccc2s1	1.2	-9.5	3.5
COc1cc(C2C(C#N)=C(N)OC3=C2C(=O)CC(C)(C)C3)cc2c1OCO2 (stereo not drawn)	-0.4	-2.3	-1.1
COc1ccc(C(CNC(=O)c2cc(S(=O)(=O)N3CCN(c4ccccc4)CC3)ccc2Cl)N(C)C)cc1 (stereo not drawn)	14.6	-8.3	18.2
O=C(COc1coc(CN2CCc3ccccc3C2)cc1=O)Nc1ccc(F)cc1	-0.9	-4.7	-1.3
COc1cc(OC)cc(C(=O)NCC(=O)OCC(=O)NCc2ccco2)c1	0.2	-2.4	0.7
Cn1c(CCNC(=O)c2ccco2)nc2ccccc21	0.4	0.2	1.2
COc1ccc(CC(=O)N(C)CC(=O)Nc2c(C)cccc2C)cc1S(=O)(=O)N1CCOCC1	0.1	-6.7	0.8
CCCCCN(C(=O)CCC(=O)OCC(=O)N(C)Cc1ccccc1C)c1c(N)n(CCCC)c(=O)[nH]c1=O	-0.4	-0.7	0.1
COc1ccc(NC(=O)c2cccc(S(=O)(=O)N3CCCC3)c2)cc1OC	-0.2	-4.7	-1.0
N#CN1CCC(NS(=O)(=O)c2ccc(C(F)(F)F)cc2)CC1	1.0	-5.7	0.8
COc1ccc(S(=O)(=O)N2CCCCC2)cc1NC(=O)c1ccc(C)cc1	-0.2	-5.9	-0.6
O=C(CSc1ncnc2sccc12)N1CCN(C(=O)c2cccs2)CC1	1.5	-3.8	1.2
Cc1ccccc1NC(=O)Cc1nc(COC(=O)CCC(=O)c2ccccc2)cs1	1.5	-5.4	1.5
COc1ccc(-c2coc3cc(OC(C)=O)c(OC)cc3c2=O)cc1	1.2	-7.2	1.9
CCOc1ccc(NS(=O)(=O)c2ccc(Cl)c(C(=O)N(C)Cc3cccnc3)c2)cc1	5.1	4.2	6.0
Cn1c(N)c(C(=O)CSc2nc(C3CC3)n(-c3ccccc3)n2)c(=O)[nH]c1=O	1.0	-1.1	-0.2
CCOc1ccc(S(=O)(=O)N2CCC(C(=O)OC(C)C(=O)NC3CCCCC3C)CC2)cc1 (stereo not drawn)	1.7	-6.9	0.3
O=C(NCc1ccccn1)C1CCN(S(=O)(=O)c2ccccc2F)CC1	0.0	0.4	0.9
Nn1c(SCC(=O)NCCc2ccc(F)cc2)nnc1C1CCCCC1	3.5	-3.7	-2.5
O=C(NCc1ccc2c(c1)OCO2)c1c(-c2ccsc2)sc2ccccc12	1.3	-8.9	-0.1
O=C(C[C@H]1C/C=C\CCC(=O)O[C@@H](c2ccccc2)CNC1=O)NCCO	0.9	-1.9	1.4
Cc1cc(C(=O)NCC(=O)Nc2c(C)cccc2C)c2ccccc2n1	0.2	-5.1	0.9
Cc1ccc(S(=O)(=O)N2CCC(C(=O)Nc3cccnc3)CC2)cc1	1.1	-4.5	0.1
COc1ccc(-c2nc(SC(C)C(=O)c3c(N)n(C)c(=O)n(C)c3=O)n[nH]2)cc1 (stereo not drawn)	1.0	3.5	0.4
COc1cc(C(=O)COC(=O)c2cccs2)cc(OC)c1OC	3.2	-6.8	0.0
O=C(CN1C(=O)NC2(CCOc3ccccc32)C1=O)c1ccc(F)cc1 (stereo not drawn)	1.0	-4.3	3.3
CC(C)CN(C(=O)CC(C)c1ccccc1)c1c(N)n(Cc2ccccc2)c(=O)[nH]c1=O (stereo not drawn)	-0.8	-2.7	-0.8
O=C(CSc1nnc(-c2ccncc2)n1-c1ccccc1)NCC1CCCO1 (stereo not drawn)	0.1	-4.0	-0.1
COc1ccccc1C(=O)NC(=O)COc1ccc([N+](=O)[O-])cc1	0.6	-1.6	-0.5
Cc1ccc(S(=O)(=O)N2CCN(C(=O)COC(=O)CNC(=O)c3ccccc3)CC2)c(C)c1	-0.9	1.0	-1.5
COc1cc(OC)cc(C(=O)Nc2ccn(C)n2)c1	0.2	-2.3	-0.4
Cc1c(NS(=O)(=O)c2cccc(C(=O)N3CCC(C)CC3)c2)c(=O)n(-c2ccccc2)n1C	0.4	-3.8	0.6
CSc1ccc(S(=O)(=O)NCC(=O)OC2CCOC2=O)cc1[N+](=O)[O-] (stereo not drawn)	0.1	-0.9	0.6
O=C(Nc1ccccc1)c1ccccc1NC(=O)c1ccccc1C(=O)O	0.6	-0.4	-0.4
CCC/C(=C1/c2ccccc2C(=O)N1c1ccccc1)c1cnc(OC)nc1	0.0	0.3	0.2
COc1ccc(C(=O)C(C)OC(=O)c2cccc(S(=O)(=O)Nc3c(C)n(C)n(-c4ccccc4)c3=O)c2)cc1 (stereo not drawn)	0.5	4.4	-1.5
CCOc1ncccc1C(=O)OCC(=O)c1ccc(Br)s1	0.3	-3.7	-1.8
Cc1cc(C)n2nc(C(=O)OCC(=O)NNC(=O)c3ccc(Cl)cc3)nc2n1	1.2	-1.3	0.9
O=C(CCNC(=O)c1ccccc1)NNC(=O)COc1ccccc1Cl	0.6	-4.1	0.3

Profiles as entered above. Screens in order: V1R ag counter	GalR3 antag	OXTR ag
Entry for O=C(CCNC(=O)c1ccccc1)NNC(=O)COc1ccccc1Cl → 0.6	-4.1	0.3
Entry for O=C(CSc1nnc(-c2ccncc2)n1-c1ccccc1)NCC1CCCO1 (stereo not drawn) → 0.1	-4.0	-0.1

(next part)
SMILES	V1R ag counter	GalR3 antag	OXTR ag
C[C@H](NS(=O)(=O)c1ccc2c(c1)OCCCO2)C(=O)N1CCN(c2ccc(F)cc2)CC1	6.0	-4.3	7.1
O=C1C=C(c2cccc(Cl)c2O)C[C@@H](c2ccc(Cl)cc2)C1	3.0	-3.3	1.1
Cc1ccc(SCC(=O)OCc2csc(CC(=O)Nc3ccccc3C)n2)cc1C	0.1	-7.3	-0.8
Cc1c(NC(=O)C(C)OC(=O)CCOc2ccccc2)c(=O)n(-c2ccccc2)n1C (stereo not drawn)	-0.7	-0.6	-2.4
COc1ccc(S(=O)(=O)N2CCN(C(=O)CC3CC4CCC3C4)CC2)cc1 (stereo not drawn)	0.3	0.5	0.2
COC(=O)c1cc(C(=O)OCC(=O)Nc2ccc(N3CCOCC3)cc2)cc([N+](=O)[O-])c1	0.0	-0.6	0.5
